# Screening results from PubChem.
# B2AR arrestin ag: agonists recruiting beta-arrestin to human beta2-adrenergic receptor; Potency, µM (doses to about 46.1 µM), for inactives: at the top dose activation, actives largely listed as activators; HTLA Tango cells, beta-arrestin recruitment, luciferase luminescence, 18 h; AID 1347077; 44,000 tested, under 10 active; P07550;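 note: potency is the fitted concentration of half-maximal effect; 0% = DMSO and full agonism = EC100 isoproterenol or metaproterenol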
# Target sequence (P07550 whole entry, looked up): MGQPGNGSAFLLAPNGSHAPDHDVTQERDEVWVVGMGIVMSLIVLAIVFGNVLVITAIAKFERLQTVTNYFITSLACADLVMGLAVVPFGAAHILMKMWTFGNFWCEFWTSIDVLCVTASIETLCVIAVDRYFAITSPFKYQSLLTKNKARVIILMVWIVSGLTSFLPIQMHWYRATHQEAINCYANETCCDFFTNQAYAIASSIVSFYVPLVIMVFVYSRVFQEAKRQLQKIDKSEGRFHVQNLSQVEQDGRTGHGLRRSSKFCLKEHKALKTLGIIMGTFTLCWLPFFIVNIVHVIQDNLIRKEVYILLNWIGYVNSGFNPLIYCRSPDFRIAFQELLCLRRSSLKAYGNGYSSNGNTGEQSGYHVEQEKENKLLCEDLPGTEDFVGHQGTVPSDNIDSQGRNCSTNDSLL
#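 Luminescence read-out: arrestin recruitment to recombinant beta2-AR releases tTA, inducing luciferase. Cells exposed 18 hr at 37 degrees C to up to 46 microM compound; %Activity from corrected signal, concentration-response curves classified by r2, magnitude and efficacy.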
# p53null 32C kill: selectivity test: cytotoxicity in p53 null cells, permissive temperature | H1299-neo p53 null cells, ATP luminescence, 24 h, 32C | Potency, µM (series often up to 46.1 µM), for the others: at the highest dose activity change, negative = cytotoxicity, hits mostly cytotoxic | actives 0.62% (n = 55,000) | AID 903;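 note: potency is the fitted concentration of half-maximal effect; 0% = DMSO only and -100% = full killing by 100 µM tamoxifen; nearly all actives have a fitted effect of over 55% in size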
#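 AC50 values derive from Hill modelling of qHTS concentration-response data (up to 46 uM) in H1299-neo cells. Cells were treated 24 h at 32C following overnight attachment at 37C; viability was read as cellular ATP.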
# GALK inh: GALK (human) enzyme inhibition; P51570; recombinant GALK, Kinase-Glo ATP luminescence, 1 h; Potency, µM (series often up to 57.5 µM), inactives show at the highest dose activity, negative = inhibition, actives largely listed as inhibitors; 44,000 tested, under 10 active; AID 1347072;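 note: plate controls were full GALK reaction for no effect and reaction lacking GALK for full effect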
#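 Compounds were pinned into ATP buffer, then GALK-galactose mix was added (final 5 nM enzyme, 35 uM ATP, 100 uM galactose, pH 8.0). After 1 h at room temperature, Kinase-Glo Plus was added and luminescence read.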
# TSG101-PTAP inh: TSG101-PTAP interaction inhibition, HIV-1 budding; AID 1347069; Potency, µM (titrated, usually from 115 µM), for the others: at the highest dose activity change, negative = inhibition, actives largely listed as inhibitors; 44,000 tested, under 10 active; Fluorescence polarization, FITC-PTAP peptide/Tsg101, 20 min; note: potency is the fitted concentration of half-maximal effect; 0% is about no effect
# Target sequence (Q99816 whole entry, looked up): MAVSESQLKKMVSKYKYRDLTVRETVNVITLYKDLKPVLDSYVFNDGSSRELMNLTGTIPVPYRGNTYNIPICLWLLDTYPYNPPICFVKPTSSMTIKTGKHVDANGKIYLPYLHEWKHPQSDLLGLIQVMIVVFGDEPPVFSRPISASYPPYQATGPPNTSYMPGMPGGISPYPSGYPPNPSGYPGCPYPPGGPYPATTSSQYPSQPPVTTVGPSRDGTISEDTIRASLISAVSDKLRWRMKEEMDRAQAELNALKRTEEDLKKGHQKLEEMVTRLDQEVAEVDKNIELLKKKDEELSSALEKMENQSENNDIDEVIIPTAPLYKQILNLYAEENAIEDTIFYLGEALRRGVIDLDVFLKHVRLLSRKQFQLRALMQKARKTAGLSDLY
#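 Read-out is FITC fluorescence polarization. Compounds were added to Tsg101 binding domain (10 uM final), then FITC-PTAP peptide (50 nM final), 20 min at r.t. Total S+P intensity flags fluorescent compounds.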
# p53null 39C tox: selectivity test: cytotoxicity in p53 null cells, nonpermissive temperature | H1299 p53-null (neo) cells, 39C, ATPlite viability, 24 h | Potency, µM (highest dose often 46.1 µM), without a hit: at the top dose activity, negative = cell killing, actives largely listed as cytotoxic | actives 0.97% (n = 55,000) | AID 904;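 note: potency is the fitted concentration of half-maximal effect; 0% = DMSO only and -100% = full killing by 100 µM tamoxifen; nearly all actives have a fitted effect of over 50% in size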
#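 Cells seeded at 600/well, 37C overnight. Compound added (up to 46 uM), plates shifted to 39C for 24 hr. ATPlite added, luminescence read after 20 min at room temperature.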
# NTMT1 inhibitor: blocks human N-terminal methyltransferase 1 activity; Q9BV86; NTMT1 MTase-Glo SAH luminescence, purified enzyme; Potency, µM (series often up to 114 µM), inactives show at the top dose activity change, negative = inhibition, actives largely listed as inhibitors; actives 2.5% (n = 59,000); AID 1645870;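 note: potency is the fitted concentration of half-maximal effect; plate controls were DMSO vehicle for no effect and no enzyme for full effect; nearly all actives have a fitted effect of over 65% in size; many of its hits are not listed in these tables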
# Target sequence (Q9BV86 whole entry, looked up): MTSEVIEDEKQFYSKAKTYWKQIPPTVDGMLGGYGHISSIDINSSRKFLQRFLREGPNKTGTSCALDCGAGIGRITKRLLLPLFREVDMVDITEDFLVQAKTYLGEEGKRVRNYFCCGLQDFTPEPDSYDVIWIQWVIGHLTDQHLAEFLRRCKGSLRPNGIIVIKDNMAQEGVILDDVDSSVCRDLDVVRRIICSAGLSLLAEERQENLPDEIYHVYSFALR
# FH mod: Identification of activators of human fumarate hydratase by quantitative high-throughput screening; Potency, µM (highest dose often 79.9 µM), for the others: at the top dose activity change, negative = inhibition, most hits filed as inhibitors; Fumarate hydratase, mitochondrial (Homo sapiens), P07954; FH coupled MDH/diaphorase resazurin fluorescence, 15 min; actives 0.22% (n = 54,000); note: potency is the fitted concentration of half-maximal effect; % is set by controls: 0 for no effect and ±100 for the full control effect; the screen sought activators but most active calls are inhibition curves; nearly all actives have a fitted effect of over 45% in size
# Numbers without * were called inactive; ? = inconclusive; . = not tested or not shown; [ ] = dose if it differs, or a comment. Calls come from the whole dose curve; as a rule, active = well fitted curve in the direction sought with a large enough effect; inconclusive = small, poorly fitted or top-dose-only effect, or another doubt; inactive = no such curve, though single readings can be large; an effect the other way counts as inactive or inconclusive. An excerpt (hit frequency here may not be typical).
# The first 4 records as a preview:
SMILES,B2AR arrestin ag,p53null 32C kill,GALK inh,TSG101-PTAP inh,p53null 39C tox,NTMT1 inhibitor,FH mod
COC(=O)CN1C(C(=O)c2ccccc2)=C(OC(=O)c2ccccc2)c2ccccc2S1(=O)=O,-1%,8%,0%,-4%,-1%,13%,-13%
Cc1cc(C)nc(NC(=NCCc2c[nH]c3ccc(Cl)cc23)NC(=O)c2ccccc2C)n1,0%,-18%,-2%,-11%,-15%,3%,-10%
CC(C)c1cnc2c(c1SCc1cccc(F)c1)c(=O)n(C)c(=O)n2C,0%,-5%,-1%,0%,?,?,-18%
O=C(CN1C(=O)C2(SCC(=O)N2c2cccc(Cl)c2)c2ccccc21)NCc1ccccc1 (stereo unspecified),8%,5%,2%,-1%,22%,2%,-18%

# The listing, from the first entry:
SMILES,B2AR arrestin ag,p53null 32C kill,GALK inh,TSG101-PTAP inh,p53null 39C tox,NTMT1 inhibitor,FH mod
COC(=O)CN1C(C(=O)c2ccccc2)=C(OC(=O)c2ccccc2)c2ccccc2S1(=O)=O,-1%,8%,0%,-4%,-1%,13%,-13%
Cc1cc(C)nc(NC(=NCCc2c[nH]c3ccc(Cl)cc23)NC(=O)c2ccccc2C)n1,0%,-18%,-2%,-11%,-15%,3%,-10%
CC(C)c1cnc2c(c1SCc1cccc(F)c1)c(=O)n(C)c(=O)n2C,0%,-5%,-1%,0%,?,?,-18%
O=C(CN1C(=O)C2(SCC(=O)N2c2cccc(Cl)c2)c2ccccc21)NCc1ccccc1 (stereo unspecified),8%,5%,2%,-1%,22%,2%,-18%
COc1ccc(Nc2ncc3c(n2)CCN(Cc2ccccc2C)C3)c(OC)c1,-1%,5%,5%,2%,-20%,?,-23%
CNC(=O)C1CCC(Cn2c(=O)c3sccc3n(CC(=O)N3CCC(C)CC3)c2=O)CC1 (stereo unspecified),1%,-8%,2%,-3%,-2%,-7%,-2%
Cc1cccc(NC(=O)C2CCCN(S(=O)(=O)c3c(C)n[nH]c3C)C2)c1 (stereo unspecified),0%,-6%,7%,2%,-7%,15%,-5%
Cc1ccccc1NC(=O)Cn1nc(-c2ccc(F)cc2)c2cnc3ccccc3c21,-1%,3%,-2%,-4%,-10%,?,-21%
COC(=O)c1cnc(N2CCN(c3ccc(OC)cc3)CC2)c2ccccc12,-1%,-5%,4%,2%,4%,4%,-13%
CC1CCC(NC(=O)c2ccc(CS(=O)(=O)c3c(Cl)cccc3Cl)o2)CC1 (stereo unspecified),-2%,-1%,1%,-7%,2%,3%,0%
O=C(COC(=O)C(Cc1c[nH]c2ccccc12)NC(=O)c1ccc(Cl)cc1)c1ccc(Cl)cc1 (stereo unspecified),-2%,-11%,-7%,0%,22%,3%,-13%
C=C(C)Cn1c(SCC(=O)Nc2cc(C)ccc2C)nc2sc3c(c2c1=O)CCCC3,-2%,3%,2%,-1%,-7%,.,.
CC(=O)c1ccc(N2CCN(c3ncnc4c3c(-c3ccccc3)cn4-c3cccc(C)c3)CC2)cc1,2%,-11%,1%,-3%,16%,20%,-1%
CCCCn1c(SCC(=O)c2ccccc2)nc2sc3c(c2c1=O)CCCC3,-1%,3%,-14%,1%,20%,.,.
O=C(Cn1ncc2ccsc2c1=O)N1CCN(c2ccc(F)cc2)CC1,-2%,-3%,8%,-6%,-3%,-15%,-5%
O=C(Nc1ccc(Cl)cc1)c1cc2c(-c3ccccc3)nn(-c3ccccc3)c2s1,0%,3%,3%,-2%,3%,8%,5%
CCc1ccc(Cn2c(CNS(=O)(=O)c3ccc(F)c(Cl)c3)nc3cccnc32)cc1,-1%,-11%,0%,-2%,13%,15%,5%
COc1ccc(-c2nc3scc(CCNS(=O)(=O)c4ccc5c(c4)OCCO5)n3n2)cc1,-3%,-4%,-2%,-1%,6%,-4%,-16%
Cc1cc(C)c(NC(=O)c2ncoc2-c2ccco2)c(C)c1,-1%,-12%,4%,-9%,9%,7%,-20%
CCOc1cc(C(=O)Nc2ccc(-c3nc4ncccc4o3)cc2C)cc(OCC)c1OCC,-2%,2%,1%,-2%,-10%,0%,4%
Cc1ccc(CN(C(=O)c2ccccc2)c2ccccn2)o1,-4%,-9%,-4%,-6%,8%,11%,4%
Cc1ccc(CCNC(=O)CCSCc2ccccc2Cl)cc1,2%,-2%,-1%,-8%,14%,-8%,-15%
CCC(C)OC(=O)/C(C#N)=C/c1ccc(-c2ccc(Br)cc2)o1 (stereo unspecified),0%,?,-1%,-10%,-5%,-6%,-19%
COc1ccccc1-c1c(C)nn2c(N3CCN(c4ccccc4)CC3)cc(C)nc12,3%,2%,1%,-3%,-4%,6%,-23%
O=C(NCc1ccccc1)c1ccc2c(c1)N(Cc1ccccc1)C(=O)c1ccccc1S2(=O)=O,0%,-7%,-17%,-9%,-14%,13%,-16%
Cc1nc2ccn(Cc3ccccc3)c(=O)c2cc1C(=O)Nc1ccc(F)cc1Cl,0%,7%,0%,0%,-17%,15%,1%
Cc1ccc(CN2C(=O)C(O)(CC(=O)c3ccc(C)cc3)c3ccccc32)cc1 (stereo unspecified),0%,9%,1%,0%,20%,0%,-11%
CCc1ccc(CNC(=O)c2cc3c(s2)-c2ccccc2OC3)cc1,0%,2%,-2%,1%,-17%,-3%,6%
Cc1ccc(-n2c(=O)c3cccnc3n2CC(=O)Nc2cc(C)cc(C)c2)cc1,-1%,12%,-1%,-1%,18%,8%,?
Cc1oc(-c2ccc(C(=O)Nc3cc(F)ccc3F)cc2)nc1COc1ccccc1,0%,-7%,3%,0%,18%,4%,10%
COc1cccc(CNC(=O)Nc2cc(C(=O)NCc3cccc(F)c3)ccc2N2CCCC2)c1,0%,14%,-2%,-4%,-9%,14%,-10%
CCCCN(CCCC)CCCNC(=O)Cn1cc2c(n1)-c1c(oc(C(=O)N3CCCC3)c1C)CC2,?,8%,0%,-4%,-26%,-12%,-7%
CC1CCN(S(=O)(=O)c2ccc3c(c2)CCC(=O)N3CC(=O)Nc2cccc(C#N)c2)CC1,-1%,3%,-2%,-7%,-7%,0%,-14%
COc1ccc(-c2noc(CNS(=O)(=O)c3ccc(Br)cc3)n2)cc1OC,-2%,2%,2%,-1%,6%,-10%,-20%
CCn1c(C(=O)N2CCC(C(=O)NCCc3ccccc3)CC2)cc2sccc21,0%,-3%,?,-6%,-7%,9%,-13%
COC(=O)c1c(C)sc(-c2c(-c3ccc(OC)c(F)c3)[nH]c3c2c(=O)n(C)c(=O)n3C)c1O,0%,-12%,7%,4%,-20%,-5%,4%
COc1cccc(CNC(=O)C(=O)NCC(c2cccs2)S(=O)(=O)c2ccccc2)c1 (stereo unspecified),-1%,-2%,3%,13%,-17%,4%,-26%
O=C(Nc1ccc(Oc2ccccc2)cc1)C1CCN(S(=O)(=O)c2ccccc2)CC1,1%,8%,0%,0%,4%,?,?
CCOc1ccc(CNC(=O)c2ccc3c(c2)c(C)c(C)n3C)cc1,0%,-3%,-2%,-4%,3%,-1%,-10%
Cc1cc2oc(C(=O)NCCc3ccc(S(N)(=O)=O)cc3)cc(=O)c2cc1C,0%,-4%,-4%,3%,3%,?,-6%
Cc1cccc(CCNC(=O)CCS(=O)(=O)c2cc3c(cc2C)NC(=O)CO3)c1,1%,7%,4%,-2%,-4%,-1%,6%
COc1ccc(-n2c(/C=C/c3cccc4ccccc34)nc3ccccc3c2=O)cc1Cl,-1%,-5%,-7%,-5%,1%,3%,-4%
Cc1cc(C)c2c(NC(=O)c3ccccc3)c(C(=O)Nc3ccc(F)cc3)sc2n1,0%,-13%,-1%,1%,3%,9%,-5%
Cc1oc(-c2ccc(C(=O)NCc3ccc(Cl)cc3)cc2)nc1CS(=O)(=O)c1ccccc1,1%,-1%,0%,-1%,-21%,-12%,-3%
Cc1ccc(-c2nn3c(=O)cc(CN4CCN(C(=O)c5ccc(C(C)(C)C)cc5)CC4)nc3s2)cc1,-1%,1%,0%,-1%,-1%,7%,10%
Cc1ccc(NC(=O)N2CCC(CN3CCC(C)CC3)CC2)cc1F,0%,-9%,0%,-2%,-6%,0%,?
Clc1ccccc1Cc1cn2cc(-c3ccccc3)nc2s1,1%,?,-1%,1%,?,8%,2%
O=S(=O)(c1cccc(Cl)c1)c1nnn2c1nc(NC1CCCC1)c1sccc12,1%,-10%,?,3%,-8%,10%,-5%
COc1cccc(Cn2c(SCc3ccc(C(=O)N4CCC(C)CC4)cc3)nc3ccncc32)c1,-2%,25%,3%,-4%,?,?,-21%
CCOC(=O)CCn1nc(-c2ccc(C)cc2)c2ccccc2c1=O,-2%,-1%,6%,-4%,-1%,7%,3%
CCCCCN1C(C(=O)c2ccccc2)=C(NC(=O)c2ccc(C)cc2)c2ccccc2S1(=O)=O,0%,7%,23%,4%,25%,13%,-7%
Cc1cc(N2CCN(C)CC2)nc2ccc(NC(=O)Nc3ccccc3Cl)cc12,1%,?,1%,0%,?,-5%,-16%
COc1ccc(OCc2ccc(-c3nc(C#N)c(N4CCN(C)CC4)o3)o2)cc1,-4%,-5%,2%,-1%,-16%,-5%,-21%
Fc1ccc(-c2cn3cc(Cc4ccccc4)sc3n2)cc1,0%,?,0%,2%,?,-5%,-5%
COc1cccc2c1cc1c(=O)n(CC(=O)N3CCN(c4ccc(Cl)cc4)CC3)nc(C)n12,1%,-2%,1%,-3%,-3%,1%,-13%
COc1cccc(CNC(=O)c2ccc(-c3nc(COc4ccccc4)c(C)o3)cc2)c1,1%,7%,1%,1%,19%,-9%,-39%
CCCn1c(-c2ccc(S(=O)(=O)N3CCOCC3)cc2)csc1=Nc1ccc(OCC)cc1,-2%,5%,-2%,0%,-9%,-3%,-19%
Cc1ccc2nc(NC(=O)CSc3nccn3Cc3ccc(F)cc3)sc2c1,0%,75%[activator],-2%,8%,-22%,6%,-17%
COc1ccc(Cl)cc1-n1c(CCC(=O)O)ccc1-c1ccc(C)cc1,1%,13%,2%,0%,4%,-8%,3%
CC1=C(C(=O)Nc2ccc(C)cc2)C(c2ccccc2Cl)n2nnnc2N1 (stereo unspecified),-1%,4%,0%,2%,-28%,11%,-38%
Cc1cc(C)c(/C=C/c2onc(C)c2S(=O)(=O)N2CCC(C(=O)NCC(C)c3ccccc3)CC2)c(C)c1 (stereo unspecified),0%,-12%,1%,-2%,-4%,4%,-20%
CCN(CC)C(=O)c1ccc2c(c1)N(Cc1ccc(C(F)(F)F)cc1)C(=O)c1ccccc1S2,1%,33%[activator],6%,-7%,?,-12%,-30%
Cc1ccc(CC(=O)Nc2c(C(=O)N3CCN(c4ccccc4)CC3)oc3ccccc23)cc1,-1%,3%,3%,-4%,-17%,2%,-16%
